# SUMO HTRF inh – inhibitors of human SUMOylation (UBC9). P63279. HTRF SUMOylation assay, SAE1/SAE2 + UBC9, in vitro. AID 2006. inhibition, % at 35 µM. 290,000 compounds, 0.36% hits; in the data active = inhibition above about 50%, passing the limit was not always enough; note: strong numbers were not always called active
# Target sequence (P63279 whole entry, looked up): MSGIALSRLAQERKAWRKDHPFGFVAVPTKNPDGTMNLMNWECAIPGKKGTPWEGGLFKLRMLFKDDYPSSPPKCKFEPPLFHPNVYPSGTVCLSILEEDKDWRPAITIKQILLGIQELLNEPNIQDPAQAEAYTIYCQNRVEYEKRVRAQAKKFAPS
# MEKK3 PB1 HTS – MEKK3-MEK5 PB1 interaction, increase or decrease. Q99759. bead-based flow cytometry, Alexa488-MEK5 binding to MEKK3; actives lie on both sides; 0 = blocked by unlabeled MEK5, 100 = vehicle. binding response (% of control), % at 10 µM. 290,000 compounds, 1.4% hits;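 active = binding response more than 3 SD above or below the average of its plate-row segment, actives on both sides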;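 note: Alexa488 bead fluorescence after subtracting the streptavidin-only scavenger bead signal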
# Target sequence (Q99759 whole entry, looked up): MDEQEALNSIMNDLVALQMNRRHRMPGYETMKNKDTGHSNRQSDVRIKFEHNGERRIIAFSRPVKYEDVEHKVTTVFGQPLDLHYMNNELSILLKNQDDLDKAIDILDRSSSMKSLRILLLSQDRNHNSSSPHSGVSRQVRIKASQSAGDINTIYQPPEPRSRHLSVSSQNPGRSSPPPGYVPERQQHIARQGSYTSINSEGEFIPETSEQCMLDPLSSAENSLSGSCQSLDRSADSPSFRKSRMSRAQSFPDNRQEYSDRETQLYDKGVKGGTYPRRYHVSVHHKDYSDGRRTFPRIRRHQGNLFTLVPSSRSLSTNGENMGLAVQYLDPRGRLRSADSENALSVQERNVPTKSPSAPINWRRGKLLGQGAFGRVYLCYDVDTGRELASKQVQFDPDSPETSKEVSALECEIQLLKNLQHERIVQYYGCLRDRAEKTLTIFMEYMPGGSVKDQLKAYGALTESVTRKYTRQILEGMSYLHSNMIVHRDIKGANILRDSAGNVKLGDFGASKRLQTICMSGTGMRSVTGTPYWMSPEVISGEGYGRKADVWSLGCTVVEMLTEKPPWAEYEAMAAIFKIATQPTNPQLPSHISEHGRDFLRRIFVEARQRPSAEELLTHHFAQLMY
# MEKK2 mut-MEK5 – signal of MEK5 binding to mutant human MEKK2 PB1 domain | bead flow cytometry, Alexa488-MEK5 binding to MEKK2 mutant | percent response, % at 10 µM | 290,000 compounds, 0.35% hits | AID 1530; in the data active = percent response above about 24%, passing the limit was not always enough; note: inactives centre near 1; some results filed as inactive read as strong as hits
# MEKK2 WT-MEK5 – raises or lowers MEK5 binding to wildtype human MEKK2 PB1 domain; 290,000 compounds, 1.1% hits; binding response (% of control), % at 10 µM; bead flow cytometry, Alexa488-MEK5 binding to MEKK2 WT; actives lie on both sides; Q9Y2U5; in the data active = binding response below about 67% or above about 130%
# GalR3 antagonist – antagonists of human GalR3; O60755; 360,000 compounds, 0.44% hits; inhibition, % at 3 µM; HEK293 GalR3-CNG cAMP membrane potential fluorescence; galR3 body fused to GalR1 C-terminus;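 active = inhibition above the screen-wide average plus 3 SD, cut at about 13% in these data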;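 note: forskolin and galanin both at EC90 stimulate the cells; cAMP rise reported by CNG channel membrane potential dye signal; 0% = forskolin plus galanin with DMSO and 100% = forskolin alone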
# Target sequence (O60755 1-299 limits assumed): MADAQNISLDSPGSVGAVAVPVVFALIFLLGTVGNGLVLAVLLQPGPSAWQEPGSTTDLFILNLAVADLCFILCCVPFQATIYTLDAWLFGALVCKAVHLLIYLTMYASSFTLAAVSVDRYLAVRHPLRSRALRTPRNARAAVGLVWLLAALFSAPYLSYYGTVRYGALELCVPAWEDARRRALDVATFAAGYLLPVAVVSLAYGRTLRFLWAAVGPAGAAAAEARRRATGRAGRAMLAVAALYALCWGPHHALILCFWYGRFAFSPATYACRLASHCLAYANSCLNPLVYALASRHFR
# DNA FID counter – displaces DNA intercalator in HCV helicase counter-screen; DNA fluorescent intercalator displacement, fluorescence; inhibition, % at 7.9 µM; 290,000 compounds, 0.17% hits; AID 1845; in the data active = inhibition above about 37%;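 note: 0% = vehicle and 100% = reference compound; higher means more ethidium bromide displaced from hairpin DNA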
# CRFBP-R2 agonist – CRF-BP/CRF-R2 complex agonism. HEK293 CRF-R2/CRF-BP, calcium dye fluorescence (FLIPR); percent of saturating CRF peptide response. AID 588473. 350,000 compounds, 0.46% hits. activation, % at 13.2 µM;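 active = activation of at least 50%, plus an integration ratio under a set limit after plate pattern correction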;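 note: plate controls were neutral control wells without compound for no effect and CRF at EC100 for full effect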
# NS3 helicase inh – HCV NS3 helicase inhibition; NS3 helicase DNA unwinding, Cy5 molecular beacon fluorescence; inhibition, % at 10.9 µM; 290,000 compounds, 0.56% hits; AID 1800;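 active = inhibition above the mean of all tested compounds plus 3 SD, set per campaign, cut at about 35% in these data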;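 note: 0% = DMSO wells and 100% = thioflavine S control wells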
#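 Compound dosing – single dose, 10.9 µM nominal final, DMSO 0.8% final · System – NS3 helicase fragment of HCV · Buffer or medium – MOPS pH 6.5, MgCl2, DTT, Tween20, BSA · Signal – Cy5 beacon fluorescence read at start and 1 h · Also added – annealed dual-labelled DNA beacon duplex, ATP-started · Schedule – 1 h at 25 °C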
# CRFR2-BP antag – blocks CRF-induced signaling of the CRF-BP/CRF-R2 complex; HEK293 CRF-R2/CRF-BP, CRF-induced calcium fluorescence; inhibition, % at 11.8 µM; 350,000 compounds, 0.59% hits;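 active = inhibition of the ligand-induced calcium signal above about 50% at the single tested concentration, limit read from the data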
# * marks the source's active call; other numbers are inactive results; nt = no result given; [ ] = dose if it differs, or a comment.
SMILES,SUMO HTRF inh,MEKK3 PB1 HTS,MEKK2 mut-MEK5,MEKK2 WT-MEK5,GalR3 antagonist,DNA FID counter,CRFBP-R2 agonist,NS3 helicase inh,CRFR2-BP antag
CCOc1cc(C2C(C(=O)c3ccco3)=C(O)C(=O)N2CC2CCCO2)ccc1O (stereo not drawn),9,100,-1,101,-5,-7,-1.0,-4,7
COc1ccc(N2CCN(C(=O)c3ccc(Cl)c(S(=O)(=O)N4CCCC4)c3)CC2)cc1,6,96,-12,79,-1,-33,-0.4,-4,-3
O=C1CC(c2ccc(F)cc2)Cc2nc(NCc3ccco3)ncc21 (stereo not drawn),3,102,4,101,4,-5,-1.0,10,-5
COc1cc(C(=O)Nc2ccc(Oc3ncnc4sc(-c5ccccc5)cc34)cc2)cc(OC)c1OC,6,92,2,99,-10,2,2.2,-4,-19
CCN(CC)CCCN1C(=O)C2C(C(=O)Nc3ccc(C(C)C)cc3)C3C=CC2(O3)C1C(=O)NC1CCCCC1 (stereo not drawn),1,100,3,104,-6,7,-0.9,1,3
COc1ccc(OCC(=O)OCCNC(=O)c2cccnc2)cc1,7,109,-1,97,-5,1,-1.4,-2,1
N#C/C(=C/c1cn(-c2ccccc2)nc1-c1cccc(OCc2ccc(F)cc2)c1)C(=O)NCCCn1ccnc1,-12,172*,3,131,0,10,4.3,-76,-16
CCCc1nc(SCc2ccc(Cl)cc2Cl)n[nH]1,-8,101,0,95,-5,0,0.1,0,59*
CC(C(=O)Nc1ccccc1C(=O)N1CCOCC1)N(c1ccc(Cl)cc1)S(C)(=O)=O (stereo not drawn),0,107,-5,96,-6,-6,1.7,17,-15
Cc1occc1C(=O)NNC(=O)Nc1ccc([N+](=O)[O-])cc1,4,99,-1,96,-6,9,0.3,-8,1
CN(CCCN1CCOCC1)C(=O)c1cc(COc2cccc(C(F)(F)F)c2)on1,-14,96,-6,96,-2,3,-0.2,-3,6
CCOc1ccc2nc(SCc3ccc(OC)cc3)sc2c1,11,95,-2,97,-1,3,3.2,3,19
COCC(C)n1c(COc2ccccc2F)nnc1SCC(=O)c1c(N)n(C)c(=O)n(C)c1=O (stereo not drawn),12,99,-1,97,2,-29,9.2,-3,8
CCc1ccccc1N(CC(=O)NC(C)c1ccccc1)S(C)(=O)=O (stereo not drawn),0,95,3,104,-10,-9,-1.1,-2,7
CCOC(=O)c1cnc(SCC(=O)OC)nc1N,-10,103,5,104,-7,0,3.8,-11,43
O=C(CN1CCC(O)(c2ccc3c(c2)OCO3)CC1)NC1CCCCC1,-4,100,0,100,4,1,0.7,-3,-8
O=C(COC(=O)C1CCC(N2C(=O)C3C4CCC(C4)C3C2=O)CC1)c1ccc(F)cc1 (stereo not drawn),8,104,3,100,-8,-45,2.1,-8,-6
CCOC(=O)CCc1c(C)n(CC)c2ncnn2c1=O,8,99,-2,101,1,4,-0.6,-1,3
O=C(Nc1nccs1)c1cc(Cl)ccc1[N+](=O)[O-],6,101,10,105,-3,0,-2.1,7,27
CCOC(=O)C1=NOC2C(=O)N(c3ccc(Cl)cc3Cl)C(=O)C12 (stereo not drawn),7,118,-1,111,-6,-6,1.3,9,7

# Ordered by length of the SMILES (low to high): five of the compounds above
SMILES,SUMO HTRF inh,MEKK3 PB1 HTS,MEKK2 mut-MEK5,MEKK2 WT-MEK5,GalR3 antagonist,DNA FID counter,CRFBP-R2 agonist,NS3 helicase inh,CRFR2-BP antag
CCCc1nc(SCc2ccc(Cl)cc2Cl)n[nH]1,-8,101,0,95,-5,0,0.1,0,59*
CCOc1ccc2nc(SCc3ccc(OC)cc3)sc2c1,11,95,-2,97,-1,3,3.2,3,19
CC(C(=O)Nc1ccccc1C(=O)N1CCOCC1)N(c1ccc(Cl)cc1)S(C)(=O)=O (stereo not drawn),0,107,-5,96,-6,-6,1.7,17,-15
COc1cc(C(=O)Nc2ccc(Oc3ncnc4sc(-c5ccccc5)cc34)cc2)cc(OC)c1OC,6,92,2,99,-10,2,2.2,-4,-19
CCN(CC)CCCN1C(=O)C2C(C(=O)Nc3ccc(C(C)C)cc3)C3C=CC2(O3)C1C(=O)NC1CCCCC1 (stereo not drawn),1,100,3,104,-6,7,-0.9,1,3

# Following part.
SMILES,SUMO HTRF inh,MEKK3 PB1 HTS,MEKK2 mut-MEK5,MEKK2 WT-MEK5,GalR3 antagonist,DNA FID counter,CRFBP-R2 agonist,NS3 helicase inh,CRFR2-BP antag
O=C1CC(N2CCN(C3CC(=O)N(CCc4ccccc4)C3=O)CC2)C(=O)N1CCc1ccccc1 (stereo not drawn),7,87,-6,95,-7,-20,3.0,-6,-9
O=C(CSc1nc2ccccc2c(=O)[nH]1)c1cccs1,17,102,1,102,-4,-6,0.3,7,19
O=C(N/N=C\C=C\c1ccco1)c1cncc(Br)c1,8,87,-19,94,7,-15,-0.7,31,-2
CCOC(=O)Cc1nnc(NC(=O)c2ccccc2OC)s1,13,105,5,103,-1,-11,0.7,-11,17
O=[N+]([O-])c1ccc2nc(-c3ccccc3)[nH]c2c1,2,110,4,108,2,2,6.0,0,6
COc1ccc(-c2nc(C)c(C(C)=O)n2O)cc1[N+](=O)[O-],-3,122,0,108,-4,17,1.6,6,3
Cc1cc(C)nc(NC(=O)c2ccc([N+](=O)[O-])c(C)c2)n1,0,105,3,101,-9,-1,-1.2,7,5
Cc1ccc(N2CCN(C(=O)c3ccccc3NC(=O)C3CCCCC3C(=O)O)CC2)cc1 (stereo not drawn),0,107,2,106,-7,-21,-2.7,3,7
Cc1c(-c2ccccc2)sc(Br)c1C(=O)N1CCOCC1,5,101,5,101,-1,-27,1.1,-1,-6
Cc1ccc(N(CC(=O)NC2CCCCC2)C(=O)CCCC(=O)Nc2ccccn2)cc1,6,99,-2,95,-9,-42,-1.1,6,10
O=C(NC1CCCc2c1cnn2-c1ccccc1F)c1ccccc1N1CCOCC1 (stereo not drawn),2,102,3,102,1,-55,-5.9,-9,17
CCOCCCNC(=O)C(c1ccc(OC)cc1)N(Cc1cccs1)C(=O)c1ccccn1 (stereo not drawn),4,95,-14,86,-2,-40,-2.5,11,-1
CCOc1ccc(CNC(=O)Cn2nc(C)n3nc(-c4ccccc4)cc3c2=O)cc1,21,98,1,99,-11,-7,0.7,0,3
OC1CCCN(C(=S)NCc2ccccc2)C1 (stereo not drawn),26,100,0,102,-6,-4,0.5,-5,-12
COc1cccc2cc3c(=O)n(-c4ccccc4)nc-3oc12,5,103,-1,101,3,3,-2.2,7,10
COc1ccc(-c2nc(N)ncc2-c2ccc(Cl)cc2)c(O)c1,-19,100,1,99,-11,-11,0.1,-25,-28
CC(=O)Nc1cccc(N2C(=O)CCC2=O)c1,30,108,-6,110,-6,0,1.0,-3,8
Cc1ccc2c(c1)[nH]c1c(=O)n(CCN3CCCCC3)cnc12,-11,109,16,110,-3,-1,0.5,-6,-9
CCc1nc(N2CCN(S(=O)(=O)c3ccc(Br)cc3)CC2)c2c(C)c(C)sc2n1,nt,98,-2,98,-14,-1,3.0,-1,6
CCC(C)(C(=O)NC1CCCC1)N(Cc1cccs1)C(C)=O (stereo not drawn),-1,101,4,103,-5,-4,-0.4,-2,-1
CC(C)Nc1nc(Cl)nc(NC2CCCCC2)n1,4,102,3,108,-11,-19,0.2,-4,-5
Cc1ccc(CN2CCSc3ccc(C(=O)NCc4ccccn4)cc32)cc1,14,90,-12,83,-3,-32,-6.5,-15,30
COc1cc(/C=N\Nc2nc3ccccc3[nH]2)cc(OC)c1OC,10,106,4,112,4,5,-3.7,-5,-5
Cc1ccc2c(c1)-c1ccccc1S(=O)(=O)N2,0,99,-6,95,-2,0,-0.8,-12,-16
CCNC(=S)N1CCn2c(nc3ccccc32)C1,-6,107,0,109,-4,0,0.1,-2,-3
CCOC(=O)c1c(Cc2ccc(Cl)cc2)c[nH]c1C,-15,136*,0,106,-5,-9,0.0,-5,27
CN(C)c1ccc(/C=C/c2ccc3ccccc3n2)cc1,31,97,4,93,nt,-7,90*,-11,-90
O=C(Nc1cccnc1)c1cc(F)c(F)cc1Cl,-17,1.0*[inhibitor],-68,1.0*[inhibitor],-2,-2,-2.1,-9,18
Fc1ccc(/C=N/Nc2ncnc3nc[nH]c23)cc1F,1,93,-5,98,6,-9,0.0,11,13
COc1cc(C#Cc2c(-c3ccccc3)n(C)c3ccccc23)cc(OC)c1,5,104,-3,103,0,-7,-1.6,0,51*
COc1ccc(C2C(C(C)=O)=C(O)C(=O)N2CCc2ccccc2)c(OC)c1 (stereo not drawn),29,98,-2,102,-1,-39,-0.1,18,-5
Cn1c(OCc2cccnc2)nc2c1c(=O)n(Cc1ccc(Br)cc1)c(=O)n2C,-3,96,-3,97,-2,-4,-0.4,2,4
COc1cc(C(=O)Nc2ccc3c(c2)N(C(=O)CN2CCN(C)CC2)c2ccccc2CC3)cc(OC)c1OC,22,90,-7,106,1,17,1.3,-58,4
Cn1cc(CNC(=O)C2CCCCC2)cn1,4,108,6,106,-8,-1,-1.9,-1,-4
CCOC(=O)C1(CC2CCCCO2)CCN(Cc2cn[nH]c2-c2cccc(F)c2)CC1 (stereo not drawn),12,99,-7,100,-2,22,2.7,-13,-19
CC(=O)Nc1ccc(OCC(O)Cn2nc(C)c(Br)c2C)cc1 (stereo not drawn),-25,104,0,105,-3,-17,-0.1,10,0
Cc1cccn2c(NCc3ccc4c(c3)OCO4)c(-c3ccc(O)cc3)nc12,20,94,-5,94,-6,-2,0.0,-18,-10
CCn1c(=O)cc(OCC(=O)N2CCCC2)c2ccccc21,2,97,-3,100,-1,-7,0.1,3,10
CCc1ccc2[nH]c(=O)c(CN(CCN(C)C)C(=S)NCc3ccco3)cc2c1,13,96,8,128,-8,10,0.1,-54,-12
O=C(c1cccc(COCC(F)(F)C(F)F)c1)N1CCN(c2ccccc2)CC1,13,107,7,107,-4,-35,0.0,-4,33
O=C(Nc1ccccc1C(=O)O)c1cc(S(=O)(=O)Nc2cccc(F)c2)ccc1Cl,-10,98,2,104,-7,-22,-0.8,-22,1
O=C(CN(C(=O)CCC(=O)Nc1ccccn1)C1CCCC1)NCc1ccc(F)cc1,11,105,13,112,-3,-32,-1.3,5,7
O=C(O)Cc1ccc(NC(=O)c2ccc3c(c2)C(=O)N(CC2CCCO2)C3=O)cc1 (stereo not drawn),3,98,1,101,1,-36,0.2,1,-6
Oc1cc2ccccc2cc1-c1n[nH]c(=S)n1Cc1ccco1,29,102,1,97,-11,-15,0.6,25,-15
COc1ccc(COCC(O)CN2CC(C)OC(C)C2)cc1OC (stereo not drawn),14,105,6,106,-3,-3,-1.2,-1,16
COc1ccc(C(C(=O)NC(C)(C)C)N(C(=O)CCC(=O)Nc2cc(C)on2)c2cc(C)cc(C)c2)cc1 (stereo not drawn),-16,100,2,92,-10,-54,-1.6,-3,-5
COc1ccccc1NC(=O)CCSc1nnc(-c2ccc(O)cc2)o1,10,106,2,102,-1,-12,0.4,0,-5
Cc1ccc2c(c1)nnn2C1CCN(S(=O)(=O)c2ccc(C(=O)O)cc2)CC1,2,97,-6,94,-1,-26,-0.8,7,-5
CC(c1ccco1)N(C(=O)CSc1ccc(Br)cc1)c1ccccn1 (stereo not drawn),14,102,1,100,-7,-30,-0.5,-7,0
CSc1ncc(Cl)c(C(=O)Nc2ccc(S(=O)(=O)N3CCOCC3)cc2)n1,25,100,7,104,-1,1,-1.2,-4,90*

# The list is partial. The share of hits here may be higher or lower than overall.
